Bioassay records: PubChem BioAssay, National Center for Advancing Translational Sciences (NCATS)
GRP78 ERSR act – ER stress response induction in glioma; hit rate 0.02% among 420,000; U87-MG GRP78 promoter luciferase reporter, 16 h; Potency, µM, without a hit: at the top dose activation, most hits filed as activators; also: potency is read from the fitted curve at half-maximal effect; series mostly up to about 76 µM; % of control where 0% means no effect; nearly all actives have a fitted effect of over 35% in size
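Stably transfected U87-MG human glioma cells carrying a GRP78-based luminescent sensor were seeded at 1000 cells/well, pin-dosed with compounds and incubated 16 h. Luciferase reagent was then added, and end-point luminescence was read after 10 min at room temperature.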
LDHA block – blocks human lactate dehydrogenase A | purified LDHA, NADH/diaphorase-resazurin fluorescence; active compounds read low | activity change, % (values are at about 110 or 230 µM) | hit rate 0.15% among 480,000; in the data active = activity change below about -30%; inconclusive = mostly about -25% to -30%;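 also: plate controls were DMSO wells for no effect and wells without enzyme for full effect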
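Human LDH5 at 2 nM final in Tris HCl pH 7.4 with 0.06 mM NADH and 0.2 mM pyruvate, reacted 5 minutes at room temperature. Remaining NADH coupled via diaphorase/resazurin; resorufin fluorescence read at 0 and 20 minutes, normalized to enzyme-free and DMSO wells.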
RGS4 inh – human RGS4 inhibition. Potency, µM (series often up to 114 µM), for the others: at the top dose activity change, negative = inhibition, most hits filed as inhibitors. AID 504845. P49798. Transcreener GDP fluorescence polarization, RGS4-accelerated GTP hydrolysis. hit rate 0.039% among 390,000; also: potency is read from the fitted curve at half-maximal effect; % is scaled to controls: 0 for no effect and ±100 for the full control effect; nearly all actives have a fitted effect of over 75% in size; some results filed as inactive show a strong effect at the top dose
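MLSMR compounds (23 nl, pin-transferred) preincubated 10 min at room temperature with a 500nM (2x) first reagent, then RGS4 at 900nM (2x) plus Transcreener GDP mix added; fluorescence polarization (620/688 nm) read before and after 90 min at 30 °C.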
Vif-A3F inh – blocks the Vif interaction with APOBEC3F. HeLa A3F-eYFP + Vif (tagged APOBEC3F with the HIV-1 protein that degrades it), YFP fluorescence increase. Potency, µM (series often up to 46.1 µM), for the others: at the top dose activity, negative = active. hit rate 0.2% among 390,000. AID 602313; also: potency is read from the fitted curve at half-maximal effect; % of control where 0% means no effect; nearly all actives have a fitted effect of over 65% in size
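Fluorescence increase (Ex 488/Em 500-530) after overnight compound treatment at 37 deg C flags inhibition of Vif-driven A3F-eYFP loss in stable HeLa A3F-eYFP/Vif cells seeded overnight beforehand.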
Vif-APOBEC3G blk – inhibitors of Vif-APOBEC3G interaction; Q9HC16; HeLa A3G-eYFP + Vif (tagged APOBEC3G with the HIV-1 protein that degrades it), YFP fluorescence, overnight; Potency, µM (series often up to 46.1 µM), for the others: at the highest dose activity, negative = active, usual class: inhibitors; hit rate 0.076% among 410,000; AID 602310;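 also: potency is read from the fitted curve at half-maximal effect; % is scaled to controls: 0 for no effect and ±100 for the full control effect; nearly all actives have a fitted effect of over 60% in size; hits raise eYFP signal because A3G escapes Vif-driven loss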
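HeLa cells stably expressing Vif and C-terminally eYFP-tagged A3G, seeded overnight at 37 deg C, then exposed to compound by pintool overnight at 37 deg C. Rise in yellow fluorescence (Ex 488/Em 500-530, Acumen) marks blocked Vif-driven A3G degradation.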
rTrxR1 inhibitor – inhibitors of rat thioredoxin reductase 1. O89049. recombinant rTrxR1, NADPH fluorescence consumption, selenite substrate. Potency, µM (highest dose often 114 µM), for the others: top-dose activity change, negative = inhibition, hits mostly inhibitors. hit rate 1% among 390,000; also: potency is read from the fitted curve at half-maximal effect; % is scaled to controls: 0 for no effect and ±100 for the full control effect; nearly all actives have a fitted effect of over 65% in size
Target sequence (O89049 whole entry, looked up): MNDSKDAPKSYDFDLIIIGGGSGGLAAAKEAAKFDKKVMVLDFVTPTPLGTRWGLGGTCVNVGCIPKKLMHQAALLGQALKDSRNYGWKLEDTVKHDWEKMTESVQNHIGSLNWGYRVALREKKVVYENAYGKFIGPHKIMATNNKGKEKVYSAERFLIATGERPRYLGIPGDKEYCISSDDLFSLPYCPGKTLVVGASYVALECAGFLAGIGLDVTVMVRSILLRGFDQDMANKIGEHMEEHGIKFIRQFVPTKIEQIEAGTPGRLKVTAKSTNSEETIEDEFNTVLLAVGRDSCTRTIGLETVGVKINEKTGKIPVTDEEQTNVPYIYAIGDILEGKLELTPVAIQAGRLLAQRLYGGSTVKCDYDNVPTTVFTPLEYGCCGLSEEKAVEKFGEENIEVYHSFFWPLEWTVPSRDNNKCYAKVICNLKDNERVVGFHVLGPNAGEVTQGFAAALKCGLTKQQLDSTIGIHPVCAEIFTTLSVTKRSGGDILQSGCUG
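Rat TrxR1 (90 nM in the dispensed reagent) was pre-reduced with 400 uM NADPH for 5 min at room temperature, then incubated with compound for 15 min. After 400 uM selenite was added, NADPH fluorescence (Ex 340/Em 450 nm) was followed for 8 min.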
USP1-UAF1 inh – blocks the human USP1/UAF1 deubiquitinase complex. O94782. hit rate 0.23% among 390,000. AID 743255. recombinant USP1/UAF1, Ub-Rhodamine cleavage fluorescence. Potency, µM (titrated, usually from 57.1 µM), for inactives: top-dose activity change, negative = inhibition, hits mostly inhibitors; also: potency is read from the fitted curve at half-maximal effect; % is scaled to controls: 0 for no effect and ±100 for the full control effect; nearly all actives have a fitted effect of over 60% in size; inactives centre near -12
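1 nM enzyme complex + cpd, 15 min RT; start with Ub-Rho 150nM final; kinetic fluorescence ex 480/em 540, 6 reads q60 s. Buffer 50mM HEPES pH 7.8, 0.5mM EDTA, 0.1 mg/ml BSA, 1mM TCEP, 0.01% Tween-20.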
IDH1 R132H inh – blocks human mutant IDH1 R132H enzyme; O75874; IDH1-R132H enzyme, NADPH consumption, diaphorase/resazurin fluorescence; Potency, µM (doses to about 76.6 µM), without a hit: at the highest dose activity change, negative = inhibition, hits mostly inhibitors; hit rate 0.093% among 390,000; AID 602179; also: potency is read from the fitted curve at half-maximal effect; % is scaled to controls: 0 for no effect and ±100 for the full control effect; nearly all actives have a fitted effect of over 65% in size
Target sequence (O75874 whole entry R132H, stated change not applied): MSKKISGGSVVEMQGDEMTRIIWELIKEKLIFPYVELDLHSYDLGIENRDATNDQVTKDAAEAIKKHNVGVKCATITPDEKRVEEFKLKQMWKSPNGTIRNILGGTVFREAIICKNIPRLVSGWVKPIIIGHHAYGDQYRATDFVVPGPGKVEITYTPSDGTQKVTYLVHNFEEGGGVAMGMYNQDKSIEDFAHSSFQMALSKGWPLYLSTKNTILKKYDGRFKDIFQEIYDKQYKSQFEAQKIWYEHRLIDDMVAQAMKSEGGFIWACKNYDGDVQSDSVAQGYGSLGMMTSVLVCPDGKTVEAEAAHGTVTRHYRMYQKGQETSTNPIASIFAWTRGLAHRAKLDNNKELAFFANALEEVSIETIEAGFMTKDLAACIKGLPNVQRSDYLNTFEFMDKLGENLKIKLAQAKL
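IDH1-R132H (0.5 ug/mL dispensed) in pH 7.5 Tris buffer was preincubated 30 min with compound, then given a substrate mix of 0.016 mM NADPH and 2 mM alpha-KG for 80 min at room temperature; remaining NADPH was read by diaphorase/resazurin fluorescence.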
TrxR1 substrate – rat thioredoxin reductase 1 substrate activity; O89049; hit rate 0.01% among 390,000; Potency, µM (highest dose often 114 µM), for the others: top-dose activity change, negative = substrate turnover; AID 588456; purified TrxR1 substrate turnover, NADPH consumption readout; also: potency is read from the fitted curve at half-maximal effect; % is scaled to controls: 0 for no effect and ±100 for the full control effect; nearly all actives have a fitted effect of over 50% in size
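Rat TrxR1, dispensed at 90 nM, was prereduced with 400 uM NADPH (final) for 5 min at ~22 deg C, then incubated with compound 15 min before 400 uM selenite. A first-read NADPH fluorescence drop versus no-compound background flagged substrates.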
* = called active by the depositor; u = inconclusive; x = no result given; & = joins results of further samples; [ ] = remark or other dose. Unless noted, calls follow the shape of the dose curve; as a rule, active = well fitted curve in the direction sought with a large enough effect; inconclusive = small, poorly fitted or top-dose-only effect, or another doubt; inactive = no such curve, though single readings can be large; an effect the other way counts as inactive or inconclusive. Not all compounds are listed, so the mix of outcomes need not match the whole.

Molecule	GRP78 ERSR act	LDHA block	RGS4 inh	Vif-A3F inh	Vif-APOBEC3G blk	rTrxR1 inhibitor	USP1-UAF1 inh	IDH1 R132H inh	TrxR1 substrate
CCOC(=O)Cn1cnc2onc(-c3ccc(F)cc3)c2c1=O	-2%	-2	-2%	0%	0%	-6%	-6%	10%	-1%
COC(C#CCCN(C)C)(c1ccccc1)c1ccccc1	-4%	-4	10%	0%	-1%	u	-6%	0%	2%
O=C(CCCCn1c(=O)c2ccccc2n(CC(=O)Nc2cccc(C(F)(F)F)c2)c1=O)NCc1ccc2c(c1)OCO2	-4%	-3	-3%	-14%	-5%	20%	-26%	-4%	6%
COc1ccc(-c2cc(-c3ccccc3)nc3c2COc2ccccc2-3)cc1	0%	-1	-1%	-2%	-1%	43%	-19%	-1%	45%[activator]
COc1ccccc1N1C(=S)NC2CS(=O)(=O)CC21 (stereo unspecified)	-2%	-7	28%	1%	4%	11%[11.4 µM]	-1%	1%	8%[11.4 µM]
CC(C(=O)N1CCc2ccccc21)N1CCN(S(=O)(=O)c2ccc(C(F)(F)F)cc2)CC1 (stereo unspecified)	0%	-11	-12%	-7%	-2%	-9%	-8%	-1%	-13%
CSc1nsc(/C=C/Nc2ccc(F)cc2F)c1C#N	1%	5	-12%	u	u	5%[57.1 µM]	u	20%	7%[57.1 µM]
COc1ccccc1CNC(=O)CS(=O)(=O)Cc1nc(-c2ccccc2C)oc1C	-1%	4&-7	2%	0%	0%	u	-10%	2%	3%
NS(=O)(=O)c1ccc(CCNC(=O)NC2(C(F)(F)F)Oc3ccccc3O2)cc1	u	8	0%	-1%	-17%	-25%[57.1 µM]	1%	9%	-6%[57.1 µM]
CCCNC(=O)c1onc(CSc2ccc(Cl)cc2)c1C(=O)NCCOC	-4%	-3	-15%	3%	0%	6%	-27%	2%	-7%
COCCn1c(=NC(=O)/C=C/c2ccccc2Cl)sc2cc(NC(C)=O)ccc21	-5%	-8	-16%	-12%	2%	10%	-19%	2%	2%
CCOC(=O)C1CCN(CCC(=O)Nc2ccccc2Cl)CC1	0%&-5%	-10&-2	-13%	2%&-10%	1%&1%	4%&-5%	-17%&-1%	-7%&-2%	1%&-2%
Cc1ccc(-c2noc(CSc3nnc(-c4ccncc4)n3-c3ccc(C)cc3)n2)cc1	-4%	2	-7%	-3%	-13%	17%	-8%	2%	-4%
COc1ccc(C(CNC(=O)Cc2ccc(-c3ccccc3)cc2)N(C)C)cc1 (stereo unspecified)	-2%	-1	-3%	-5%	-1%	4%	5%	29%	3%
O=S(=O)(Nc1ccc(-c2ccc(N3CCCCCC3)nn2)cc1)c1ccc(C(F)(F)F)cc1	1%	-6	13%	0%	1%	25%[57.1 µM]	-23%	1%	-1%[57.1 µM]

Molecule	GRP78 ERSR act	LDHA block	RGS4 inh	Vif-A3F inh	Vif-APOBEC3G blk	rTrxR1 inhibitor	USP1-UAF1 inh	IDH1 R132H inh	TrxR1 substrate
COc1cc(C2Nc3ccc4ncccc4c3C3=C2C(=O)CCC3)cc(OC)c1O (stereo unspecified)	-3%	29	-14%	-4%	u	-14%	-28%	-10%	-3%
Cc1ccc(NC(=O)CCC(=O)O)cc1F	-5%	-4	8%	-5%	-1%	7%	-17%	4%	0%
OC(c1ccccn1)(c1ccccn1)c1ccccn1	-3%	-3	-4%	6%	-4%	4%	-1%	2%	4%
COc1ccc(CNC(=O)C2CCCC2)cc1	1%	-4	8%	13%	4%	32%	-18%	-9%	6%
COC(=O)N1C(=O)[C@](c2ccccc2)(C2CCCCC2)N1C(=O)OC	-2%	1	-29%	5%	-30%	u	u	8%	-5%
O=C(Nc1ccc(-c2cn3ccccc3n2)cc1)c1cccs1	-5%	-12	u	-1%	u	1%	-22%	0%	46%[activator]
CC(C)=CCC12Oc3cc(O)ccc3C1(O)Oc1cc(O)c([C@H]3C=C(C)CC(c4ccc(O)cc4O)[C@H]3C(=O)c3ccc(O)cc3O)c(O)c1C2=O (stereo partly specified)	-4%	1	-5%	3%	4%	-4%	-12%	u	-6%
Nc1c([N+](=O)[O-])c(=O)oc2ccccc12	-3%	-5	14%	14%	8%	-10%	-13%	-3%	-14%
CCOc1ccc(CCNC(=O)c2ccc(-c3nc(CSc4ccccc4)c(C)o3)cc2)cc1	0%	1	8%	-8%	0%	40%[activator]	-11%	-2%	7%
O=C(COc1ccccc1N1C(=O)c2ccccc2C1=O)c1ccc(Cl)cc1	-1%	2	14%[11.4 µM]	7%	3%	0%	-6%	-2%	-7%
CCc1ccc(NC(=S)NCC2CCCN2CC)cc1 (stereo unspecified)	4%	-4	7%	2%	3%	-1%[57.1 µM]	-18%	2%	3%[57.1 µM]
O=S(=O)(c1ccccc1)N1CCN(C(=S)Nc2ccc(Br)cc2)CC1	1%	0	-26%	1%	-1%	14%	-25%	8%	2%
Cc1ccc(S(=O)(=O)Nc2ccc(Cl)cc2)cc1NC(=O)Cn1cnc2c1c(=O)n(C)c(=O)n2C	-3%	-1	-16%	2%	0%	-4%[57.1 µM]	-13%	0%	4%[57.1 µM]
COc1ccc(CN2C(=O)c3cccnc3C2=O)cc1S(=O)(=O)NCc1ccco1	-1%	1	-13%	12%	2%	29%	-21%	8%	24%
O=C(c1ccco1)N1CCN(Cc2cn[nH]c2-c2ccc(F)cc2F)CC1	-3%	-1	15%	-5%	-1%	13%	-19%	12%	5%

Molecule	GRP78 ERSR act	LDHA block	RGS4 inh	Vif-A3F inh	Vif-APOBEC3G blk	rTrxR1 inhibitor	USP1-UAF1 inh	IDH1 R132H inh	TrxR1 substrate
CNC(=S)N(CCc1c(C)[nH]c2ccc(F)cc12)Cc1cccnc1	-5%	-3	6%	1%	-7%	6%	4%	-6%	-2%
O=C(NCCC(=O)N1O[C@@H]2C=C[C@H]1C2)OCC1c2ccccc2-c2ccccc21	-1%	-5	5%	-4%	-1%	-5%	u	-8%	2%
Cc1cc(NS(=O)(=O)c2ccc(NC(=O)CCc3ccccc3)cc2)no1	-8%	-3	-14%	-11%	1%	3%	-7%	2%	-2%
COC(=O)c1ccccc1NC(=O)CN(c1ccc(C)cc1)S(C)(=O)=O	-5%	-7	24%	2%	1%	12%	-9%	10%	-7%
CCCCn1c(N)c(N(CC(C)C)C(=O)CC2CCCC2)c(=O)[nH]c1=O	-3%	1	-27%	3%	-7%	8%	-18%	3%	-1%
O=C(NCCc1ccccn1)c1ccc(OC2CCN(CCc3ccccc3)CC2)cc1	-10%	-2	-18%	-3%	1%	15%	-8%	-12%	-4%
COc1ccc(NS(=O)(=O)c2ccc(NC(=O)c3ccc(Br)cc3)cc2)nn1	0%	-13	14%[56.9 µM]	8%	-3%	-12%[57.1 µM]	-15%	-11%	-2%[57.1 µM]
CCOC(=O)/C(=C/c1ccco1)NC(=O)c1ccc(Br)o1	-6%	-6	10%	1%	-1%	-36%	-23%	15%	8%[57.1 µM]
CCCOC(=O)c1sc2nc3c(cc2c1N)C(=O)CCC3	-7%	1	-6%	x	0%	-2%	-12%	1%	6%[2.29 µM]
Cc1cc2ncn(C(=O)c3c(-c4c(Cl)cccc4Cl)noc3C)c2cc1C	-1%	0	-6%	x	-2%	17%	-9%	2%	0%
CCOC(=O)C1=C(CSc2nc(C)cc(C)c2C#N)OC(N)=C(C#N)C1c1cccs1 (stereo unspecified)	-3%	5	-17%	-9%	1%	u	-10%	-1%	-6%
Cc1cccc(NC(c2ccc(O)cc2)c2ccc3ccc(C)nc3c2O)n1 (stereo unspecified)	-3%	10	u	-2%	-26%	u	-10%	4%	3%
O=C1CSC(=Nc2cccc([N+](=O)[O-])c2)N1	-3%	-4	1%	-1%	-7%	17%	-7%	1%	-2%
O=C(CNS(=O)(=O)c1ccccc1)NCC(=O)OCc1ccc(C(=O)c2ccccc2)cc1	-2%	-2	-20%	-7%	1%	8%	-9%	6%	-1%
COc1ccc(-n2ncc3c2CC(C)(C)CC3NC(=O)c2cn[nH]c2)cc1 (stereo unspecified)	-3%	-8	4%	4%	-1%	9%[57.1 µM]	-16%	9%	7%[57.1 µM]
N#Cc1ccccc1-c1ccccc1C(=O)N1CCCCC1	-5%	2	13%	1%	7%	22%	-15%	-3%	9%
O=c1oc2c(CN3CCOCC3)c(O)ccc2c2c1CCC2	-3%	-2	21%	-2%	0%	u	-4%	-1%	x
